Assay outcomes: PubChem BioAssay, several laboratories
ssDAF-12 act: S. stercoralis DAF-12 activation, primary screen. HEK293 ssDAF-12/GRIP1 lit1-tk-luc reporter, luminescence; % of 3 µM dafachronic acid response. activation, % at 6.8 µM. 370,000 tested, 1% active;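 active = activation above the mean over all tested compounds plus 3 SD, cut at about 0.9% in these data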;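 also: 0% = DMSO-only wells and 100% = 3 µM delta7-dafachronic acid wells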
ADAM10 inh: inhibits human ADAM10. O14672. 370,000 tested, 0.62% active. inhibition, % at 7 µM. recombinant ADAM10, EDANS/DABCYL FRET peptide cleavage, 3 h;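 active = inhibition above a per-campaign cutoff equal to the mean of compounds falling between control-based bounds plus 3 SD, cut at about 20% in these data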;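 also: 0% = DMSO wells while the 100% control is not disclosed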
Target sequence (O14672 214-748 limits assumed): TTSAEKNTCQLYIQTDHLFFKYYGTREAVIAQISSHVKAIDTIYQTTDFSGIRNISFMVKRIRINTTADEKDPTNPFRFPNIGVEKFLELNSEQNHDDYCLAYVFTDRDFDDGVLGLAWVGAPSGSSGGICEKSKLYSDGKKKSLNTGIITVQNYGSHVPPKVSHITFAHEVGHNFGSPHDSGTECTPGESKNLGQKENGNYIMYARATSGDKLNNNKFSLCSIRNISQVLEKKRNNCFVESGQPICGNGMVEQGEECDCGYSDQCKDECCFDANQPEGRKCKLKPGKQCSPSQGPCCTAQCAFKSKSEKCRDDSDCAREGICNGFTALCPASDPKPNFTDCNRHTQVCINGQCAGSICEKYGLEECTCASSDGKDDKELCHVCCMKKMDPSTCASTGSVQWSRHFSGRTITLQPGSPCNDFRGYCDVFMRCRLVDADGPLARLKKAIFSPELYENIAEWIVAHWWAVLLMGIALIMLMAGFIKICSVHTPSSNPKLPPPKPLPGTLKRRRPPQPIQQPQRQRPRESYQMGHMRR
GAA850 FXN act: frataxin GAA850 promoter activation | activation, % at 6 µM | HEK293 lucGAA850 FXN promoter luciferase reporter, 24 h; percent of 10 µM SAHA response | 360,000 tested, 0.56% active | AID 540364;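 active = activation above the average of all compounds screened plus 3 SD, cutoff fixed separately per campaign, cut at about 7.5% in these data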;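 also: 0% = DMSO wells and 100% = 10 µM SAHA wells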
SMARCA2 activ: activators of SMARCA2 function | MG213 cells, MMTV-luciferase reporter, dexamethasone, overnight | activation, % at 9.1 µM | 370,000 tested, 1% active; in the data active = activation above about 7.8%;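 also: 0% = vehicle wells and 100% = reference activator wells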
hgDAF-12 ag: agonists of H. glycines DAF-12 nuclear receptor | HEK293 GAL4-hgDAF12 UAS-luciferase reporter, agonist luminescence; normalized to butyrate control | activation, % at 6.8 µM | 370,000 tested, 1.8% active | AID 687014;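 active = activation above a cutoff set at the mean of all screened compounds plus 3 SD, cut at about 10% in these data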;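 also: 0% = DMSO wells and 100% = sodium butyrate wells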
GC-B act: GC-B (human) receptor activation | HEK293-GC-B cells, CNP EC30, cGMP TR-FRET; 0% at EC30 CNP, 100% saturating CNP | 370,000 tested, 0.11% active | P20594 | activation, % at 10 µM;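 active = activation at 10 µM reaching about 35% in either raw or pattern-adjusted values, limit read from the data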
NPR1 activator: GC-A (human) enzyme activation | HEK293 GC-A cells, cGMP TR-FRET, EC30 ANP; 0% at EC30 ANP, 100% saturating ANP | activation, % at 10 µM | P16066 | 370,000 tested, 0.14% active; in the data active = activation above about 40%
DAX1 inh-1: inhibits human nuclear receptor DAX1; AID 504766; inhibition, % at 6.75 µM; 340,000 tested, 0.99% active; HEK293 Gal4-DAX1 luciferase reporter, luminescence; P51843;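 active = inhibition above the mean over all tested compounds plus 3 SD, cut at about 4.2% in these data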;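 also: 0% = DAX1-transfected cells with DMSO and 100% = empty-vector control cells with DMSO; inhibition shows as a rise in luminescence from relieved DAX1 repression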
hcDAF-12 act: H. contortus DAF-12 activation, primary screen; HEK293 hcDAF-12 lit1-tk-luc reporter, luminescence; 0% DMSO, 100% Δ7-dafachronic acid; activation, % at 6.8 µM; 370,000 tested, 1.4% active; AID 652067;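 active = activation above the mean of all tested compounds plus 3 SD, cut at about 5.5% in these data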;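 also: 100% = response to 3 µM Δ7-dafachronic acid high control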
HGIII-sPLA2 inh: Blocks human group III sPLA2 activity. QFRET BODIPY PC-A2 liposome hydrolysis, fluorescence. inhibition, % at 12.2 µM. 370,000 tested, 0.56% active;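 active = inhibition above mean plus 3 SD of compounds lying within the high and low control bounds, cut at about 19% in these data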;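 also: 0% = median of test compound wells and 100% = no enzyme DMSO wells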
Target sequence (Q9NZ20 whole entry, looked up): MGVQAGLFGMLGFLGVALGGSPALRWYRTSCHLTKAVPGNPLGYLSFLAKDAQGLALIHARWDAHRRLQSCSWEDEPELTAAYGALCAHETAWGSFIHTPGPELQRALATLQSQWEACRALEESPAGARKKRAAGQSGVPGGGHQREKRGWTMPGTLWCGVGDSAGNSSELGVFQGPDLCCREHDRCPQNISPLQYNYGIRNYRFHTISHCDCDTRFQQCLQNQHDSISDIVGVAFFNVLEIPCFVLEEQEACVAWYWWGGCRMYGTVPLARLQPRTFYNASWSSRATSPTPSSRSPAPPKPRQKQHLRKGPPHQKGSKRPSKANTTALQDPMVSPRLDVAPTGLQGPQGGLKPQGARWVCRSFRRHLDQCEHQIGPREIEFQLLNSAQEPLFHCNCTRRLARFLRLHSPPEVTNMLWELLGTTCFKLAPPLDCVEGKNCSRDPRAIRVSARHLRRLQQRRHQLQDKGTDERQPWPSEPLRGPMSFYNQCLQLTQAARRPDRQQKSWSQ
DAX1 inh-2: DAX1 (NR0B1) inhibition, primary screen; 370,000 tested, 1.1% active; AID 652010; HEK293T StAR-luciferase reporter, SF-1/DAX-1 repression relief; inhibition, % at 6.8 µM;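 active = inhibition above the mean over all tested compounds plus 3 SD, cut at about 3.6% in these data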;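 also: 0% = DAX-1 cells with DMSO and 100% = cells lacking DAX-1 with DMSO; higher inhibition means more luminescence from relief of DAX-1 repression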
Active calls of the source: *; x = not tested or not shown.

SMILES	ssDAF-12 act	ADAM10 inh	GAA850 FXN act	SMARCA2 activ	hgDAF-12 ag	GC-B act	NPR1 activator	DAX1 inh-1	hcDAF-12 act	HGIII-sPLA2 inh	DAX1 inh-2
CCn1cc(C(=O)NCCc2ccccc2C)c(=O)c2ccc(C)nc21	-0.3	5	1.0	3	-0.1	3	4	3.6	-1.0	4	0.1
O=C1CC(N(CCc2ccccc2)C(=S)Nc2cc(Cl)ccc2Cl)C(=O)N1c1c(Cl)cccc1Cl (centres undefined)	-1.6	21*	-6.5	-3	-0.8	6	-9	-1.4	-1.6	-11	-0.1
O=C(Nc1ccc(CN2CCCCC2)cc1)c1sc2ccccc2c1Cl	-1.0	-5	2.1	1	1.6	1	4	0.8	-0.8	-1	0.3
O=C(NCCCn1ccnc1)c1ccc(NS(=O)(=O)c2ccc(Cl)c(Cl)c2)cc1	-0.7	-8	-0.1	0	-0.8	5	1	-0.9	0.9	-24	1.4
Cc1cc(=O)[nH]c2ccc(Cc3ccccc3)cc12	-0.9	-17	3.1	-5	-2.4	4	4	3.2	0.2	8	-1.3
O=c1c2ccccc2nnn1CSc1nnc(-c2ccc3c(c2)OCO3)o1	-1.2	-4	1.3	2	1.3	-2	-6	0.6	-0.4	7	-0.8
Nc1c(C(=O)N/N=C/c2ccc(F)cc2)oc2nc(-c3ccccc3)cc(-c3ccco3)c12	-0.7	-38	0.8	-3	-0.8	-4	-9	0.6	2.4	-2	0.3
O=c1[nH]c(=S)c2c(n1-c1ccccc1)CCC2	-1.4	4	3.9	-4	0.7	5	17	-0.2	-1.4	2	0.6
COc1ccc(C(=O)N2CCN(C(=O)c3ccco3)CC2)cc1OC	-0.5	-3	-0.6	0	1.4	-8	2	-0.9	-1.9	-2	0.0
CCCOCCc1nnc(N)s1	-0.4	-1	0.5	-3	2.2	-1	2	3.5	0.4	7	0.4
COc1ccc(C(=O)NCc2ccccn2)cc1[N+](=O)[O-]	-0.6	4	1.3	-3	1.7	2	-2	0.2	-0.4	9	-0.6
Cc1ccc(NC2CCCN(C(=O)c3snnc3C)C2)cc1C (centres undefined)	-0.7	-3	1.0	0	0.1	-1	-1	0.5	-0.4	4	1.5
CCCn1c(SCC(=O)c2cc(C)n(-c3cc(C)on3)c2C)n[nH]c1=O	-1.4	0	-1.8	-2	-3.0	-2	0	0.1	-2.9	-7	-0.4
Cc1onc(-c2c(F)cccc2Cl)c1C(=O)NCCN1CCNC1=O	-1.0	5	0.5	3	-1.2	1	0	x	-1.1	1	-0.8
COc1ccc(OCC(=O)N2CCN(C(=O)c3cccc4ccccc34)CC2)cc1	-0.3	-3	-1.7	-2	1.8	-2	0	0.0	-0.9	-6	0.3
COc1ccc(/C=C/C(=O)OCC(=O)c2ccccc2F)cc1	0.6	1	0.3	7	4.9	3	1	1.2	0.8	-14	-0.2
O=C(Oc1ccc([N+](=O)[O-])cc1)O[C@H]1CC[C@@]23CCCN2C(=O)CCC[C@H]3C1	-1.6	-2	x	x	-2.7	-5	-2	x	0.2	-3	x
O=C(Nc1ccccc1N1CCN(C(=O)c2ccccc2)CC1)c1ccccc1Cl	-1.7	6	0.1	-2	-0.8	1	-2	1.8	-0.3	-2	-0.4
CC(Oc1ccc(F)cc1)C(=O)Nc1cc(S(=O)(=O)N2CCOCC2)ccc1N1CCN(C)CC1 (centres undefined)	-1.5	-10	1.6	-1	0.3	3	4	-1.2	-2.0	6	-0.7
COc1cccc(S(=O)(=O)N(C)C[C@@H]2OCc3cn(nn3)CCCC(=O)N([C@H](C)CO)C[C@H]2C)c1	-0.8	-20	2.1	-2	-0.3	2	1	0.1	0.8	7	0.1
Cc1cc(C)n(CCNC(=O)c2cc(COc3ccc(F)cc3Cl)on2)n1	-1.2	-1	-0.2	-6	0.7	-4	18	-1.5	-2.1	-1	-0.6
Cn1cc(C(=O)NC2C3CC4CC(C3)CC2C4)cn1 (centres undefined)	-1.9	-3	5.1	2	0.2	2	0	0.2	-3.0	16	-0.2
CCN(CC)CCCNC(=O)/C(=C\c1cccn1C)NC(=O)c1cccs1	-1.5	1	1.0	-2	0.0	-2	2	1.9	0.7	4	-0.3
CCC(C)Oc1ccc(/C=C/c2[nH]c(=O)[nH]c(=O)c2[N+](=O)[O-])cc1OC (centres undefined)	-1.3	-3	1.3	-1	4.4	0	-1	0.5	-0.4	-11	0.1
CCOC(=O)C1CCN(C/C=C/c2ccccc2)CC1	-0.6	7	0.9	-2	-0.5	6	3	-0.1	-0.7	-6	-1.1
CCn1c(SCC(=O)N2c3ccccc3CCc3ccccc32)nc2c1c(=O)n(C)c(=O)n2C	-1.5	-5	-2.5	0	0.2	-18	-15	-0.1	-1.8	0	0.0
O=C(COC(=O)c1ccncc1)Nc1ccccc1	-0.8	-4	2.4	0	3.9	4	-2	0.6	3.1	0	0.7
O=C(CSC(=S)N1CCCCC1)c1ccccc1	-0.6	7	-2.2	5	8.7	0	0	-1.4	3.0	-28	2.4
CC(C)NCC(O)COc1ccc(Br)cc1 (centres undefined)	-1.7	3	0.8	1	2.7	0	3	-0.1	-0.4	-6	0.0
CCNC(=O)C(=O)Nc1ccc([N+](=O)[O-])cc1	-0.3	-1	1.6	0	-0.8	-1	5	4.7*	-2.1	5	-0.2
COc1ccccc1N1C(=O)c2ccc(C(=O)Nc3nccs3)cc2C1=O	-0.4	0	2.0	1	0.7	3	4	x	0.5	-2	-0.1
COc1ccc(-c2cc(C(=O)N/N=C/c3cccnc3)c3cc(C)cc(C)c3n2)cc1	-1.0	-187	-3.1	0	-2.4	0	2	-0.8	-1.0	-3	-0.8
CCOc1cc(S(=O)(=O)N2CCOCC2)ccc1F	-1.0	4	0.4	0	0.7	1	2	0.9	-1.2	-4	-0.2
O=C1NCCNC1c1ccccc1 (centres undefined)	-1.2	-21	0.9	-2	-1.9	3	3	0.6	-0.8	13	-0.3
CC(=O)Nc1ccc(C(=O)NCCCSc2ccccc2)cc1	-0.8	7	0.7	-1	3.7	1	5	0.1	-1.4	0	0.1
CCOc1ccccc1NC(=O)CCCc1ccc(OC)c(C)c1	-1.8	-2	-0.7	-2	-1.1	-7	-1	3.0	-1.6	0	-0.8
COc1ccc(S(=O)(=O)NCC(=O)NCCc2ccc(OC)c(OC)c2)cc1	-1.5	9	2.2	0	-3.0	-4	-5	x	-1.2	-3	-0.1
CC1CCCCN1C(=O)COc1ccc(NC(=O)c2ccco2)cc1 (centres undefined)	-1.3	7	3.3	6	1.6	4	3	1.3	-1.1	5	0.4
CCCCOc1ccc(-c2nc(=S)[nH][nH]2)cc1	-1.2	2	6.3	-1	5.5	-3	3	4.2	0.7	4	0.2
O=C(CSCC(=O)Nc1cccc([N+](=O)[O-])c1)Nc1ccccc1	-0.9	2	0.6	2	2.0	-4	-1	0.7	-0.5	6	0.5
COc1ccc(NC(=O)COC(=O)c2ccc3ccccc3n2)cc1OC	-0.4	-5	0.9	-1	-4.2	-5	-1	-0.3	0.6	-9	0.8
COCCN(C(=O)c1cc(Cl)ccn1)c1c(N)n(Cc2ccccc2)c(=O)[nH]c1=O	-1.4	-17	-2.8	-1	2.5	5	3	-0.2	-0.2	3	1.1
CC12CCC(=O)N1C(C(=O)OCC(=O)Nc1cccc(Br)c1)CS2 (centres undefined)	0.2	0	1.5	-3	1.8	3	-2	-0.6	-1.4	-2	0.2
COc1ccc(NS(=O)(=O)c2cccc(C(=O)NNC(=O)CN3C(=O)NC(C)(C)C3=O)c2)cc1	-1.5	-3	0.8	-4	-0.3	3	5	0.0	-1.2	-21	0.1
CCN(CC(=O)Nc1cc(Cl)ccc1C)C(=O)CN1C(=O)NC(CC)(c2ccccc2)C1=O (centres undefined)	-0.7	2	0.6	-1	0.2	0	0	-1.3	0.6	-10	0.1
CN(C)C(=O)NC1c2ccccc2-c2ccccc21	-1.0	4	-0.5	0	-0.9	1	2	-0.1	0.0	-1	-0.1
CC(=O)/C(=N\Nc1ccc(C)cc1)Sc1nncn1C	0.1	-4	-0.3	-3	0.3	0	0	2.8	5.5	10	0.7
Fc1ccc(Nc2nc(N3CCOCC3)nc(N3CCOCC3)n2)cc1	-0.9	2	1.0	-1	0.0	-3	1	1.0	-1.6	-4	-0.5
Cc1cnc(NC(=O)c2cccc(S(=O)(=O)N3CC(C)OC(C)C3)c2)s1 (centres undefined)	-1.4	2	2.8	-3	-2.1	-3	2	-0.6	-0.4	-6	-1.1
COC(=O)C1=C(C)NC(=O)/C1=C\N(C)C	-1.0	-27	0.3	-5	3.4	-2	0	1.7	-1.6	8	0.3

Single records, as listed above. Screens in order: ssDAF-12 act | ADAM10 inh | GAA850 FXN act | SMARCA2 activ | hgDAF-12 ag | GC-B act | NPR1 activator | DAX1 inh-1 | hcDAF-12 act | HGIII-sPLA2 inh | DAX1 inh-2
Fc1ccc(Nc2nc(N3CCOCC3)nc(N3CCOCC3)n2)cc1 across the screens: -0.9 | 2 | 1.0 | -1 | 0.0 | -3 | 1 | 1.0 | -1.6 | -4 | -0.5
COc1ccc(NC(=O)COC(=O)c2ccc3ccccc3n2)cc1OC across the screens: -0.4 | -5 | 0.9 | -1 | -4.2 | -5 | -1 | -0.3 | 0.6 | -9 | 0.8

More entries:
SMILES	ssDAF-12 act	ADAM10 inh	GAA850 FXN act	SMARCA2 activ	hgDAF-12 ag	GC-B act	NPR1 activator	DAX1 inh-1	hcDAF-12 act	HGIII-sPLA2 inh	DAX1 inh-2
Cc1ccc(CN(CC(=O)NCC2CCCO2)S(=O)(=O)c2ccc(C)cc2)cc1 (centres undefined)	-0.6	4	-1.3	-3	1.9	1	-2	-1.8	-3.1	-2	-0.5
COc1ccc(S(=O)(=O)NCc2cccnc2)cc1C(=O)N1CCCCC1	-1.1	11	-2.7	9.8*	0.8	2	3	0.4	-0.7	3	0.0
COC(=O)[C@]12C[C@H](CC(=O)N3CCCCC3)C(=O)N(CCC3=CCCCC3)C1=C[C@H](C(C)C)O[C@@H]2C1CC1	-1.9	4	x	-2	-2.2	-6	-5	x	-1.5	-4	-0.2
COC(=O)c1scc(C)c1NC(=O)CC1NCCNC1=O (centres undefined)	-0.4	4	0.3	-5	-0.9	2	4	x	2.1	0	-0.3
O=[N+]([O-])c1cc(N=Nc2ccc3ccccc3c2)ccc1O	1.3*	6	3.3	-1	3.7	-9	21	0.9	3.6	13	-0.4
Cc1cc(=O)c2n(Cc3ccccc3Cl)nc[n+]2[nH]1	0.4	-8	0.1	0	1.0	4	2	-0.9	-0.8	-1	-0.6
Cc1cccc(NC(=O)c2ccc(COc3ccc4ccccc4c3)o2)n1	-0.9	19	6.6	4	1.6	-5	-4	-0.4	0.3	-8	0.1
CC(=O)N1c2ccccc2C(C)CC12CCCCC2 (centres undefined)	-0.7	-5	-1.8	-3	0.5	0	1	0.3	-0.6	-5	-0.4
Cc1ccc(C)c(OCC(=O)Nc2ccc(N3CCOCC3)cc2N2CCOCC2)c1	-1.1	-9	1.3	2	0.9	0	-2	-1.1	-0.3	7	1.8
COc1ccc(C(=O)NC(=S)Nc2cc(C)ccn2)cc1[N+](=O)[O-]	-1.7	1	6.4	-1	0.5	-11	-10	1.6	1.4	6	-0.6
Cc1ccc2c(c1)cc(CN(C(=O)N1CCOCC1)C1CCCC1)c1nnnn12	-1.2	7	4.3	4	-1.9	0	-3	-0.8	0.6	6	-0.5
